NPY-Y2 PAM-ag: NPY-Y2 potentiators or agonists, primary screen, cell-based. AID 1359, 2008. Neuropeptide Y receptor type 2 (Homo sapiens), P49146. activation, % at 3.6 µM. cells expressing NPY-Y2, potentiator/agonist read-out. 0.45% of 220,000 active; in the data active = activation above about 27%;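 also: cells stimulated with NPY near EC25 plus isoproterenol at EC100; 0% = vehicle plus submaximal agonist and 100% = vehicle plus saturating agonist; some results beyond the cut were filed as inactive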
Target sequence (P49146 whole entry, looked up): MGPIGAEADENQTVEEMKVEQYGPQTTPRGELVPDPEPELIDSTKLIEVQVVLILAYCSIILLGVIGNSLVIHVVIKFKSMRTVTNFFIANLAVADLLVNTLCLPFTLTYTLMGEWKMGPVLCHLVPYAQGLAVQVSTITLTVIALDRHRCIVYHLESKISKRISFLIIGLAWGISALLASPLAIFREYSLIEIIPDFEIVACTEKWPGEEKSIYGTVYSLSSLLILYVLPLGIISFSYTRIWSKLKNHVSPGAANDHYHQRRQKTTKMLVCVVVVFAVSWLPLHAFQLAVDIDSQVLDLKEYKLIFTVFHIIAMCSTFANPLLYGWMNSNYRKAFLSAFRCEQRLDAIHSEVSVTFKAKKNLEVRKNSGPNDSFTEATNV
Mdm2 ligase inh: MDM2-luciferase reporter signal enhancers, primary screen, MDM2 E3 ligase inhibitor project, cell-based, luminescence, 1536-well. E3 ubiquitin-protein ligase Mdm2 (Homo sapiens), Q00987. cell-based MDM2 ubiquitination luciferase reporter, 2 h; 0 = plate control, 100 = twice control, blank-subtracted. signal enhancement, % at 5 µM. 0.11% of 210,000 active. AID 1230, 2008;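 active = signal enhancement of 30% or more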;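 also: luminescence tracks abundance of the self-degrading MDM2-luciferase fusion protein; higher signal means inhibition of MDM2 E3 ligase activity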
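Timing – 2 h compound exposure at 37 °C · Assay system – mammalian cells stably expressing self-ubiquitinating, self-degrading MDM2 E3–luciferase fusion · Amount – 2000 cells seeded into each well · Measure – % luminescence enhancement versus blank-corrected plate control mean · Measured by – SteadyLite luminescence, 15 min reagent step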
Wee1 degr inh: Wee1 degradation inhibitors, primary screen, cell-based, HeLa, Wee1K328M-luciferase, luminescence | Wee1-like protein kinase (Homo sapiens), P30291 | HeLa Luc-Wee1K328M stability; 100% = proteasome inhibitor MG132 effect | reporter increase, % at 5 µM | 1.2% of 220,000 active;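 active = activation above the mean of all tested compounds plus 3 SD, set per screening run, cut at about 8.8% in these data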;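 also: cells exposed to compound for 20 h before luminescence read; 0% = DMSO alone and 100% = MG132 at 30 µM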
S1P4 ag: S1P4 receptor agonists, primary screen, cell-based | Sphingosine 1-phosphate receptor 4 (Homo sapiens), O95977 | S1P4-expressing cell line, agonist reporter assay | activation, % at 4.98 µM | 0.35% of 220,000 active | AID 1509, 2009; in the data active = activation above about 11%;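 also: 0% = DMSO vehicle and 100% = reference agonist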
Target sequence (O95977 whole entry, looked up): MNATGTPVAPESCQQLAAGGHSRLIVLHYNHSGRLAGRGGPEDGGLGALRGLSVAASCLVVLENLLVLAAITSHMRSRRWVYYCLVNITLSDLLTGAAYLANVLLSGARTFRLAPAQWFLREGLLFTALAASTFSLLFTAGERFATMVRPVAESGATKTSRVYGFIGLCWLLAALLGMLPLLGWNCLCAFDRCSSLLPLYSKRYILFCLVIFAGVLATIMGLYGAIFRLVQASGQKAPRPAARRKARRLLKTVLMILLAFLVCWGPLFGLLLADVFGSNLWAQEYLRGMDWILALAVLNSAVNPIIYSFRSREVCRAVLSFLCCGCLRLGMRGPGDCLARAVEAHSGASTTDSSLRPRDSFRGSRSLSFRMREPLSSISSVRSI
PERK inhibitor: block of dimerizer-induced PERK translation repression, primary screen, PERK inhibitor project, CHO PERK-DD cells, SEAP luminescence, HTS; Eukaryotic translation initiation factor 2-alpha kinase 3 (Homo sapiens), Q9NZJ5; CHO PERK-DD fusion, SEAP luminescence translation reporter; inhibition, % at 5.6 µM; 0.17% of 220,000 active; AID 1416, 2008;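 active = inhibition above the mean inhibition of all tested compounds plus 3 SD, set separately per screening campaign, cut at about 2.9% in these data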;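 also: PERK kinase domain activated by AP20187 dimerizer at 100 nM; 0% = DMSO with dimerizer and 100% = rapamycin at 8.4 µM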
S1P4 antagonist: S1P4 receptor antagonists, primary screen, cell-based | S1P4-expressing cells, antagonist mode, reporter read-out | 0.26% of 220,000 active | inhibition, % at 4.98 µM; in the data active = inhibition above about 29%;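 also: 0% = wells stimulated with agonist and 100% = vehicle wells without agonist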
eIF4E-4G inh: eIF4E–eIF4G protein interaction inhibitors, primary screen, biochemical, uHTS, TR-FRET, eIF4GI fragment | Eukaryotic translation initiation factor 4E (Mus musculus) + Eukaryotic translation … | TR-FRET eIF4E-eIF4GI(517-606) binding, 2 h | inhibition, % at 21.7 µM | 0.37% of 220,000 active;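 active = inhibition above about 30%, limit read from the data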;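 also: 0% = full FRET control wells and 100% = background wells lacking eIF4GI fragment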
Ba/F3 V617F tox: reduced viability of JAK2V617F-dependent Ba/F3 cells, primary screen, JAK2V617F inhibitor project, cell-based, Ba/F3 EpoR-JAK2V617F, luminescence; ATP luminescence; inhibition, % at 5.6 µM; 1.1% of 220,000 active; AID 1446, 2008;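 active = inhibition above the campaign mean plus 3 SD over all tested compounds, cut at about 24% in these data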;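 also: cytokine-independent growth of Ba/F3 cells driven by EpoR plus mutant JAK2; 0% = DMSO-treated cells and 100% = JAK inhibitor I control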
BaF3 tox: parental Ba/F3 cell viability inhibition, counter-screen for JAK2V617F inhibitor project, murine pro-B, CellTiter-Glo luminescence | CellTiter-Glo ATP luminescence | inhibition, % at 5.6 µM | 1.1% of 220,000 active;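 active = inhibition above a per-campaign cutoff, the mean inhibition of all tested compounds plus 3 SD, cut at about 27% in these data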;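 also: 0% = DMSO wells and 100% = JAK Inhibitor I control wells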
Active calls of the source: *; x = not tested or not shown; [ ] = dose if it differs, or a comment.

Compound	NPY-Y2 PAM-ag	Mdm2 ligase inh	Wee1 degr inh	S1P4 ag	PERK inhibitor	S1P4 antagonist	eIF4E-4G inh	Ba/F3 V617F tox	BaF3 tox
CCC(=O)N1CCc2cc(S(=O)(=O)CCC(=O)Nc3ccc(C)c(F)c3)ccc21	8.4	x	-1.1	1.1	-0.7	-22.6	-2.2	-1.9	0.4
CC(C)CCc1noc(CN2CCC(C(=O)N3CCOCC3)CC2)n1	-8.1	-2.3	-2.5	2.1	0.6	-11.3	-1.3	-1.5	-1.8
CN(/N=C/c1ccc2c(c1)OCO2)c1ccccc1	1.9	x	2.6	2.2	0.6	-16.2	7.7	-0.8	7.6
COc1ccc(Cc2nc(-c3cccnc3)no2)cc1OC	-3.5	-11.4	-0.5	-1.7	-0.1	6.4	1.1	-0.4	3.0
CC1=C(C)C(=O)N(c2ccc(C(=O)O)cc2)C1=O	-3.1	-9.7	-2.2	-0.7	1.0	-14.5	-6.9	0.6	8.5
CCOC(=O)C(C(=O)Nc1ccccn1)C1CCCCC1 (centres undefined)	2.8	-8.9	-0.4	1.8	0.1	-5.2	10.0[fluorescence artefact?]	4.0	4.6
CCN1CCC(=NNC(=O)c2ccco2)CC1	-8.5	-15.9	-0.5	-2.2	0.6	5.8	8.2	-0.3	2.7
c1ccc(C[n+]2cccc3c4ccccc4ccc32)cc1	35.7*	-9.9	-0.6	0.9	1.4	-7.5	0.2	96.7*	78.9*
COc1ccc(OC)c(CNC(=O)C2CCN(S(=O)(=O)N3CCCC3)CC2)c1	21.9	-2.6	-2.2	0.4	-0.5	-16.2	0.0	-1.9	1.8
COc1cccc(Cn2c(NCc3cccnc3)nc3c2c(=O)n(C)c(=O)n3C)c1	-11.1	6.5	-2.7	2.0	-1.0	-4.5	0.9	90.7*	90.0*
CCSc1nc(-c2ccccc2)c(-c2ccccc2)n1CC(O)CO (centres undefined)	10.2	-1.4	-1.8	0.2	0.6	5.0	-0.2	2.3	5.9
Nc1cccc2c1C(=O)N(Cc1cccc(Cl)c1)C2=O	-9.6	-5.1	11.2*	1.6	0.5	11.0	-0.2	-1.2	4.0
COc1ccc(-n2c(SCC(=O)Nc3nccs3)nnc2-c2ccccc2)cc1	6.9	-10.1	-0.2	-1.9	-0.7	-17.7	-0.8	-3.3	1.6
COC(=O)c1c(C)oc2cc(Br)c(OCC(=O)C(C)(C)C)cc12	-16.6	-77.4	0.7	-0.3	1.4	-4.7	0.8	-0.6	6.4
Cc1ccc(N2CN(Cc3ccco3)CNC2=S)c(C)c1	0.5	-6.6	5.0	0.9	0.3	-13.0	-6.3	1.0	5.4
COc1cccc(-n2c(Cn3nc(C(F)(F)F)cc3C)n[nH]c2=S)c1	2.4	-17.3	2.7	-0.8	1.1	-17.2	0.1	-2.0	2.9
CS(=O)(=O)c1sc2nc(-c3cccs3)cc(-c3ccccc3)c2c1N	0.3	4.2	1.9	-0.1	1.6	6.7	-9.2	2.4	2.7
COc1ccc(OC)c(NC(=O)C2CC(C)=C(C)CC2C(=O)O)c1 (centres undefined)	5.5	-19.8	4.7	-1.9	1.1	-9.4	-1.9	-2.5	3.2
COc1cccc2nc3cc(C)c(C)cc3nc12	-9.2	-55.2	-0.1	-0.7	-0.9	8.2	-1.6	29.2*	29.0*
CC(C)Cn1c(N)c(C(=O)COC(=O)c2ccc(F)cc2)c(=O)n(C)c1=O	3.9	0.7	0.3	-0.1	-0.4	-12.7	-2.4	2.4	2.5
CC(=O)Nc1ccc(NC(=O)COC(=O)Cc2cccs2)cc1	4.6	-7.7	2.3	1.3	0.2	-6.8	-3.7	0.5	4.2
COCCCNC(=O)c1ccc([N+](=O)[O-])cc1	3.8	-9.1	1.9	0.9	0.4	-27.1	0.6	1.2	7.8
O=C1C=C(Nc2cccc(O)c2)CC(c2ccco2)C1 (centres undefined)	5.8	-11.5	3.1	1.4	0.6	-4.5	3.4[fluorescence artefact?]	0.3	4.7
CCc1nnc(NS(=O)(=O)c2ccc(NC(=S)Nc3ccc(F)cc3)cc2)s1	-0.3	-4.2	-1.7	0.7	0.8	-7.1	-4.2	-1.8	3.6
O=C1N(Cc2ccc(F)cc2Cl)c2ccccc2C12OCCCO2	-22.9	-5.1	-0.8	-0.1	-0.3	10.7	4.6	2.2	6.2
O=S(=O)(NCCNc1nccc(C(F)(F)F)n1)c1ccccc1	22.3	-3.7	-2.9	-1.4	1.9	-3.8	2.0	0.4	-0.8
N=C1C(c2nc3ccccc3s2)=C(O)CN1NC(=O)c1ccc([N+](=O)[O-])cc1	-5.5	-17.9	-4.1	2.7	-0.9	1.9	1.4	0.9	4.1
CCCc1ccc(-c2ccc(/C=C/C(=O)O)cc2)nc1	6.4	-54.1	-3.5	-0.7	1.7	-7.5	-3.9	-3.0	-2.8
COc1ccc(-c2cc(C(F)(F)F)nc(S(=O)(=O)CCC(=O)N3CCOCC3)n2)cc1	6.1	-24.1	2.1	1.3	2.0	-11.7	4.1	1.9	5.6
Cc1ccc(S(=O)(=O)N2CCC(C(=O)N[C@@H](C)C(=O)NC3CCCCC3)CC2)cc1	4.9	-27.4	-0.5	2.7	-0.2	-31.5	15.2	3.0	6.2
CCC(=O)NC(NC(=O)CC)C(Cl)Cl	-11.2	0.3	-2.2	0.5	0.6	-24.4	0.2	1.8	2.6
Nc1cccc2c1C(=O)N(C(=O)c1ccc(S(=O)(=O)N3CCCCCC3)cc1)C2=O	6.0	-15.4	-0.6	1.0	1.3	15.2	1.1	0.2	4.7
COc1ccc(CCN2C(=O)c3[nH]nc(-c4ccccc4O)c3C2c2ccccc2)cc1OC (centres undefined)	13.8	1.4	-1.7	0.1	-0.4	2.9	-12.6	-0.2	5.5
CCC(C)C(=O)Nc1cc([N+](=O)[O-])ccc1Cl (centres undefined)	5.0	-11.2	1.4	0.5	1.1	-9.7	-4.8[fluorescence artefact?]	-3.8	-0.5
CN1CCN(C(=O)c2ccc(CN3CCOCC3)cc2)CC1	8.6	-26.6	-1.6	0.8	1.1	-6.1	-0.3[fluorescence artefact?]	-3.9	-1.2
Cc1ccc(-c2noc(C3CCCN(S(=O)(=O)c4ccc(S(=O)(=O)N(C)C)cc4)C3)n2)o1 (centres undefined)	-5.0	-13.5	-0.5	1.0	-0.1	-10.6	0.1	-1.1	5.1
CCOc1ccccc1C(=O)Nc1cc(C(=O)NCC(C)C)ccc1Cl	-6.5	-51.7	2.2	3.6	0.1	-2.0	2.8	1.9	0.0
CCCCn1c(=O)[nH]c(=O)c2c1nc(-c1ccccc1F)n2Cc1ccccc1OC	-3.8	-1.7	0.1	1.2	-0.4	-5.2	-1.4	0.3	5.7
O=S(=O)(c1ccc(Cl)cc1)c1ccccn1	16.9	-1.4	-1.0	1.7	1.4	-7.5	-1.7	-1.4	2.1
O=C(O)C1CCCCC1C(=O)NCc1ccc(Cl)c(Cl)c1 (centres undefined)	-8.1	1.0	3.0	-1.2	0.4	-6.9	2.2	-0.4	1.9
CCn1nnnc1-c1ccc(OC)c(S(=O)(=O)Nc2ccc(S(N)(=O)=O)cc2)c1	-10.0	-15.3	-2.1	0.5	1.1	-2.8	-1.6	-1.1	10.2
Cc1ccc(C)n1NC(=O)c1cccc(Cl)c1	-12.5	-3.5	-1.6	1.3	0.2	19.7	-2.9	-2.2	2.5
COc1cc(NC(=S)NN2CCN(C)CC2)cc(OC)c1	-3.3	-11.0	-0.2	1.0	0.9	-10.2	1.5[fluorescence artefact?]	-5.2	-0.3
CCNC(=O)CN(c1ccccc1OC)S(=O)(=O)c1cccs1	-0.4	-0.1	-0.6	-0.3	0.2	-1.3	2.4	-1.1	5.4
CCN1CCN(CC(=O)NC2CCCC2)C(=O)C1=O	-16.2	-14.6	-0.5	1.5	1.5	-6.7	0.1[fluorescence artefact?]	-4.0	5.5
COc1ccc(-n2nnnc2-c2ccccc2)cc1	-0.8	0.7	1.2	0.9	-1.2	-16.1	-0.1	79.6*	68.1*
CC(=O)Nc1ccc(S(=O)(=O)N2CCN(c3ccc([N+](=O)[O-])c(NCCN4CCOCC4)c3)CC2)cc1	-3.9	-0.8	0.1	0.5	0.8	-3.2	4.7	-3.6	6.1
Cc1cccn2c(=O)c(C=Nc3ccccc3)c(NCc3ccco3)nc12	-10.7	-19.7	-0.1	4.7	0.0	-23.5	-1.8	-1.9	1.6
C=CCOC(=O)C1=C(C)NC2(O)c3ccccc3C(=O)C12O (centres undefined)	-4.0	3.0	-2.1	0.1	0.0	-4.6	-1.7	2.7	12.3
CC(C)(C)Nc1nc(C(N)=O)nc(N2CCOCC2)n1	10.7	1.8	-0.8	0.9	1.5	-1.4	-9.1	-1.4	1.4
CS(=O)(=O)N(CCc1ccccc1)CC(=O)NCc1cccnc1	12.3	3.0	3.6	-1.7	1.2	-8.3	-3.6	-3.0	2.6
COc1cc(C(=O)N=c2sc3c(C)ccc(OC)c3n2C)cc(OC)c1OC	5.5	-8.6	-1.2	0.3	-0.8	5.5	-3.3	-4.3	0.1
N=C1C(c2nc3ccccc3[nH]2)=C(O)CN1NC(=O)c1c[nH]c2ccccc12	4.8	-3.6	4.7	3.9	0.5	-34.5	0.8	-3.1	3.6
Cc1ccc(S(=O)(=O)N(C)/N=C/c2ccc(C(=O)O)cc2)cc1	12.0	-16.7	-0.7	-1.2	0.6	7.2	-2.8	-2.8	3.9
Cc1nn(S(=O)(=O)N2CCOCC2)c(C)c1Br	0.9	-5.9	-3.5	1.0	0.1	-6.9	0.1	1.7	8.9
Cc1ccccc1Cn1c(C(C)O)nc2ccccc21 (centres undefined)	-6.1	7.8	-2.9	1.5	0.8	-2.7	0.0	-1.4	1.7
O=C(Nc1ccc(OCC(=O)N2CCN(S(=O)(=O)c3ccccc3)CC2)cc1)c1ccco1	-2.2	-8.8	-1.0	1.2	-1.3	-12.7	1.7	3.5	10.8
CC1CCc2nc(NC(=O)C3COc4ccccc4O3)sc2C1 (centres undefined)	-9.4	-64.9	-0.3	0.2	0.1	7.2	-3.1	1.7	9.7
CCn1c(SCC(=O)c2cccs2)nnc1-c1ccco1	0.1	4.3	-3.2	-1.0	-0.9	-10.9	-0.5	-2.5	4.4

Compound activity as filed in PubChem.

Rows are unselected; about 4.1% have a hit in one of these screens.
